ABHD5 PLIN5 PPI: ABHD5-PLIN5 interaction inhibitors, primary screen, cell lysate, split luciferase complementation, luminescence. Perilipin-5 (Homo sapiens) + 1-acylglycerol-3-phosphate O-acyltransferase ABHD5 (Homo …. Split G. princeps luciferase complementation, 4 h. inhibition, % at 4 µM. 360,000 compounds, 0.78% hits;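 active means inhibition above the mean inhibition across every tested compound plus 3 SD, cut at about 22% in these data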;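 further: 0% = DMSO only wells and the 100% control is not disclosed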
MC4R antag cAMP: MC4R antagonists of cAMP signaling, primary screen, cell-based, TR-FRET, antagonist arm of biased-ligand search | Melanocortin receptor 4 (Homo sapiens), P32245 | MC4R-expressing cells, MTII-stimulated cAMP, LANCE TR-FRET | inhibition, % at 6.5 µM | 360,000 compounds, 0.48% hits | AID 540295, 2011;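 active means inhibition above its plate's cutoff, the mean of tested wells on that plate plus 3 SD, cut at about 29% in these data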;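 further: 0% = Melanotan II alone and 100% = Melanotan II plus saturating MCL0020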
Target sequence (P32245 whole entry, looked up): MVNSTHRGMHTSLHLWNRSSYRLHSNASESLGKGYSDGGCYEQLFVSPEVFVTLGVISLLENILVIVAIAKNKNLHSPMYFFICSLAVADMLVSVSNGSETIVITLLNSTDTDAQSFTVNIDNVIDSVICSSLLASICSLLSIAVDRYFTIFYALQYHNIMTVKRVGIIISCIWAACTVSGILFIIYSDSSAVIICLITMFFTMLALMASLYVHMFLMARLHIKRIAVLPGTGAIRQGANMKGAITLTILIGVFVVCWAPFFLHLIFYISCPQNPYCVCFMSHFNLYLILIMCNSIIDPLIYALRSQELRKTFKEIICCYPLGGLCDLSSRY
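Assay system: U2OS-MC4R stable cell line; Also added: Melanotan II; Technique: Eu-cAMP/anti-cAMP TR-FRET, emission 671 nm; Times: 30-min compound, 1-h challenge, 1-h detection, room temperature.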
N-glyco inh: increase of ERlucT glycosylation luciferase signal, primary screen, N-linked glycosylation inhibitor project, D54 ERlucT cells, luminescence, set 2; 360,000 compounds, 0.23% hits; D54 ERlucT glycosylation luciferase reporter, 24 h; percent of 100 nM tunicamycin response; reporter increase, % at 12.5 µM;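 active means mean luciferase reporter signal, scaled so untreated is 0 and the glycosylation-blocking control 100, at or above a set limit in every replicate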;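 further: luciferase carries N-glycosylation sites so blocking glycosylation raises the light; 0% = median of neutral control wells and 100% = median of 100 nM tunicamycin wells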
MC4R ag barr: MC4R agonists recruiting beta-arrestin, primary screen, cell-based, luminescence, agonist arm of biased-ligand search. AID 540308, 2011. 360,000 compounds, 0.98% hits. activation, % at 8.9 µM. U2OS MC4R beta-arrestin complementation; percent of melanotan II response, DMSO zero;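 active means activation above a per-plate cutoff, the mean activation of sample wells on that plate plus 3 SD, cut at about 8% in these data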
ABCB6 inh 2: ABCB6 transporter inhibitors, primary screen, K562-ABCB6 cells, flow cytometry, MLPCN library; ATP-binding cassette sub-family B member 6 (Homo sapiens), Q9NP58; K562-ABCB6 porphyrin accumulation, 1 h; hits give low values; fluorescence ratio to DMSO, % at 10 µM; 360,000 compounds, 0.19% hits; AID 602162, 2011;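 active means fluorescence ratio to DMSO below 75%, the collection mean minus 3 SD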;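 further: signal is porphyrin accumulated inside mitochondria; 100% equals median channel fluorescence of DMSO control wells; lower ratio means ABCB6 inhibition with less porphyrin fluorescence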
HTR2A ag: mouse Htr2a agonists via beta-arrestin recruitment, primary screen, cell-based, luminescence; 360,000 compounds, 0.66% hits; activation, % at 7.6 µM; 5-hydroxytryptamine receptor 2A (Mus musculus), P35363; CHO-K1 mHTR2A beta-arrestin complementation; percent of 30 µM serotonin response;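 active means activation above a run cutoff, the mean activation of all tested compounds plus 3 SD, cut at about 14% in these data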;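 further: 0% = plate median of compound wells and 100% = 30 µM serotonin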
Target sequence (P35363 whole entry, looked up): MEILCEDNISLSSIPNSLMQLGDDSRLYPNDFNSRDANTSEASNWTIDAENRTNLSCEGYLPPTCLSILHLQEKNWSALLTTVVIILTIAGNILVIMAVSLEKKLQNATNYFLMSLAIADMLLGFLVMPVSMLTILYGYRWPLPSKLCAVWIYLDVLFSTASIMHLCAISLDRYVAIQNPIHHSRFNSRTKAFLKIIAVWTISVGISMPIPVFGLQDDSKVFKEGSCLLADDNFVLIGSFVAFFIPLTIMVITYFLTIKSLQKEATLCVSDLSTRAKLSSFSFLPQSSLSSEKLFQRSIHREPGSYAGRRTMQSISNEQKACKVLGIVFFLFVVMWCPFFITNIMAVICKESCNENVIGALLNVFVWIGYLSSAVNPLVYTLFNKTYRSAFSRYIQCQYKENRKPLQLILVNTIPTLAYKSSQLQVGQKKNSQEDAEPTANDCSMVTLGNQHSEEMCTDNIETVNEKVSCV
H9c2 protect: cardioprotection against H2O2-induced cell death, primary screen, uHTS, H9c2 cells, ATPLite luminescence | H9c2 cardiomyocytes, H2O2 injury protection, 2 h | protection from H2O2 cell death, % at 20 µM | 360,000 compounds, 0.63% hits;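 active means compounds giving at least 50% protection of heart cells from peroxide-induced death in the single-dose screen, raw or plate-pattern-corrected value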;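 further: 0% = DMSO wells with peroxide and 100% = DMSO wells without peroxide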
Exocytosis inh: LAMP-1 surface exposure blockers, TALL-104 cells – cell-based, flow cytometry, MLPCN library, primary screen | TALL-104 LAMP-1 surface exposure; cells stimulated with thapsigargin and PMA | inhibition, % at 10 µM | 360,000 compounds, 0.66% hits | AID 651702, 2012;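 active means inhibition above about 55%, limit read from the data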
hiPSC survival: enhancers of single-cell hiPSC survival, primary screen, ATPlite luminescence. AID 602274, 2012. 100% = ROCK inhibitor wells, 0% = DMSO. 360,000 compounds, 0.044% hits. survival enhancement, % at 20 µM; in the data active means survival enhancement above about 18%;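 further: cells exposed to compounds for 16 hours before the ATP read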
aDG glyco act: activators of alpha-DG glycosylation, primary screen, uHTS, Pro5-aDG cells, AlphaScreen; alpha-DG glycosylation AlphaScreen (IIH6); 0% Pro5, 100% B10-LARGE cell signal; activation, % at 10 µM; 360,000 compounds, 0.22% hits; AID 624168, 2012;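 active means activation of at least 8% versus controls, or a plate z-score of at least 8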;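 further: Pro5 are CHO cells carrying HIG-tagged alpha-DG that lacks glycosylation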
Active calls of the source: *; . = not tested or not shown. This is a random part of the collection, and some 4.5% of all compounds hit somewhere here.

SMILES	ABHD5 PLIN5 PPI	MC4R antag cAMP	N-glyco inh	MC4R ag barr	ABCB6 inh 2	HTR2A ag	H9c2 protect	Exocytosis inh	hiPSC survival	aDG glyco act
CCCN(CCC)C(=O)C1CCCN1S(=O)(=O)c1cccc2nsnc12 (stereo unspecified)	1	3	0	-0.9	99	3	1	-4	-0.6	-0.1
Cc1ncc(CN2CCN(C3CCCC3)C(CCO)C2)s1 (stereo unspecified)	2	10	3	1.9	91	0	-4	1	-0.2	-0.1
CCOc1ccc(N2C(=O)CN(C)C2=S)cc1	1	8	0	-1.6	91	0	5	4	-1.2	0.2
COc1cc2nc(SCC(=O)NCCc3ccccc3)n(Cc3ccco3)c(=O)c2cc1OC	7	7	5	-0.3	84	-3	11	-1	1.0	0.0
CC(C)C(=O)NNC(=O)c1csc(-c2cccs2)n1	4	4	3	1.3	95	-3	2	0	-0.7	-0.1
CCOc1ccc(S(=O)(=O)NCCC(=O)NCC2CCCO2)cc1 (stereo unspecified)	2	3	0	-1.5	103	8	1	8	-0.4	0.2
COc1ccc(OC)c(N(CC(=O)N2CCCCC2)S(=O)(=O)c2ccc(OC)c(OC)c2)c1	-5	-2	1	-0.8	94	1	11	2	-0.9	-0.4
O=C(Nc1nncs1)c1cc(S(=O)(=O)N2CCOCC2)ccc1Cl	-3	16	-1	-0.4	94	7	1	-2	0.4	0.0
COc1cc(C(=O)N(Cc2cccc(Cl)c2)C2CCS(=O)(=O)C2)cc(OC)c1OC (stereo unspecified)	2	8	8	-1.3	92	-1	1	2	-1.0	0.4
COc1cnc(-c2ccccc2)nc1Oc1ccccc1C	-5	3	1	2.3	106	-4	-10	-1	1.2	0.2
O=C(Cc1ccc(Br)cc1)Nc1nc2ccccc2[nH]1	0	4	-1	3.8	99	-1	1	-2	-0.4	-0.1
CC(=O)NC1=NC(=O)/C(=C/N2CCCCC2)S1	-1	-2	1	-1.8	103	-2	3	-2	-2.9	-0.3
COc1ccc2nc(C)cc(N/N=C/c3cccc(OC)c3O)c2c1	9	14	-12	0.5	104	-1	-16	44	-0.5	-0.4
Cc1cc2nc(Cl)c(Cl)nc2cc1C	4	7	-1	1.0	102	5	-4	0	0.5	0.2
O=C1CC2C(CCC23OCCO3)c2ccc3ccccc3c21 (stereo unspecified)	-1	-1	0	-0.3	82	-1	-2	-2	-2.2	0.2
CCN1C(=O)c2c(C)nc3ccccc3c2C1=O	-10	-3	1	0.3	109	5	0	5	3.7	-0.1
Cc1ccc(-n2nc3c(=O)n(CCCC(=O)NCc4ccccc4F)nc(C)c3c2C)cc1	-8	-2	-2	-3.7	98	-2	-4	-1	0.0	0.6
C=CCC1c2cccc(C(=O)O)c2C(=O)N1c1ccc(Cl)cc1 (stereo unspecified)	5	14	3	-0.2	95	3	-4	-5	-2.3	0.0
CC1CCCC(C)N1/N=C/c1ccc(N(C)C)cc1 (stereo unspecified)	2	0	-1	-2.7	97	-7	3	2	-0.3	-0.2
Cc1ccc(CC2(C)C(=O)Nc3ccc(OC(F)(F)F)cc32)cc1 (stereo unspecified)	-7	0	-2	6.3	101	-4	-10	-3	0.6	0.2
N#C/C(=C(/O)COC(=O)CSc1ccc(Cl)cc1)c1nc2ccccc2[nH]1	-3	3	14	9.7*	99	5	-17	0	3.1	1.2
COc1ccc(CNC(=O)COC(=O)c2c(NC(C)=O)sc(C)c2C)cc1	2	9	3	0.4	102	-3	-1	0	-2.0	0.0
COc1ccc(NC(=O)C(c2ccncc2)n2c(=O)c(-c3ccco3)nc3ccccc32)cc1 (stereo unspecified)	12	.	.	.	.	-1	.	9	.	-0.2
CCOC(=O)c1ccc(Cl)c(S(=O)(=O)N2CCCC2)c1	1	1	3	1.6	96	0	-3	2	-1.3	0.1
CCCC(=O)Nc1cc2c3c(c1)CC(=O)N3CCC2	-6	4	2	-2.3	103	-5	7	-2	-0.5	-0.1
CCOc1ccc(CC(=O)NNC(=O)NC2CCCCC2)cc1	2	9	-1	-3.0	96	0	11	-4	0.9	0.0
CCOC(=O)CC1C(=O)NCCN1S(=O)(=O)c1ccc(C)cc1 (stereo unspecified)	1	15	1	-3.4	92	2	1	2	1.5	-0.3
O=C(NC1CCN(C(=O)c2cccc([N+](=O)[O-])c2)CC1)c1ccccc1	8	9	1	-1.2	97	-11	3	0	0.0	0.0
CCOc1ccc(NS(=O)(=O)c2ccc(C(=O)NCC(c3cccs3)N3CCOCC3)cc2)cc1 (stereo unspecified)	-11	-2	0	-2.5	94	-10	0	-3	-0.5	0.2
C=CCSc1cc(C)nc2c(-c3ccc(Cl)cc3)c(C)nn12	-3	-8	2	0.3	98	-3	3	2	-2.2	0.2
O=C(Oc1ccc(Cl)c2cccnc12)N1CCCCCC1	-5	-3	-2	1.2	94	-2	-2	4	-3.2	0.3
O=C(Nc1ccccc1N1CCN(c2ccc(F)cc2)CC1)C12CC3CC(CC(C3)C1)C2	2	-2	-1	0.5	92	0	-4	-1	-2.3	0.2
CC(=O)c1cccc(NC(=O)CSc2nnnn2C2CCCC2)c1	0	10	0	-0.7	98	7	1	11	-0.5	-0.1
O=C(NC1CCCC1)C(c1ccco1)N(C(=O)c1csnn1)c1ccccc1 (stereo unspecified)	0	9	1	-3.9	97	-13	-3	-1	0.4	0.0
COc1ccc(/C=N/NC(=O)c2cccc(COCC(F)(F)C(F)F)c2)cc1	-4	4	2	0.2	101	-2	-3	-2	-0.4	0.0
CC(NS(=O)(=O)c1ccc(CCC(=O)NCC2CCCO2)cc1)c1ccccc1 (stereo unspecified)	4	9	0	-1.5	95	1	-13	-5	3.3	0.3
Cc1cc(C(C#N)c2ccc(Cl)cc2)c(Cl)cc1NC(=O)c1cc(I)cc(I)c1O (stereo unspecified)	-4	3	2	5.9	130	-1	-40	1	1.4	0.0
CCc1ccc(N/C(SC)=C(/C#N)C(N)=O)cc1	1	1	3	1.6	98	-3	-8	0	6.5	0.2
Cc1c(C(=O)OCC(=O)N(C)CC(=O)Nc2ccc(F)cc2)oc2ccccc12	2	3	-1	2.7	98	8	2	1	0.0	0.0
COc1cc2cc(CCCOC(=O)CCCC(=O)O)oc(=O)c2cc1OC	-6	1	1	1.3	98	2	4	5	2.8	-0.1
Fc1cccc(Cc2c(-c3ccccc3)nc3ccc(Cl)cn23)c1	5	.	-3	.	102	-3	-1	-2	1.3	0.1
O=C(NC1CCN(Cc2ccccc2)CC1)C1CCN(S(=O)(=O)c2ccc(Cl)cc2)CC1	8	8	-3	-2.1	95	0	-4	0	-0.4	0.2
Cn1c(N)c(C(=O)c2ccc(C#N)cc2)c(=O)n(C)c1=O	-5	2	3	-1.0	98	-6	-4	1	-0.2	0.0
CC(C)Sc1nnc(NC(=O)c2ccco2)s1	-1	6	-3	-1.3	98	-3	-3	1	0.6	-0.1
COc1ccc(C(=O)N2CCN(CCc3ccccc3)CC2)cc1[N+](=O)[O-]	-8	-1	.	-2.5	94	-14	-3	-1	1.0	0.4
CCOC(=O)c1c(NC(=O)C(C)OC(=O)C2=COCCO2)sc2c1CCCC2 (stereo unspecified)	-3	36*	2	0.2	96	-4	-1	1	0.1	1.2
Cc1ccc(C(=O)OC2=CC(=O)CC(C)(C)C2)cc1	4	-4	0	-1.6	98	0	15	-1	-0.5	-0.2
Cc1ccc([N+](=O)[O-])cc1NC1CC(O)C(CO)O1 (stereo unspecified)	3	1	1	-2.4	98	6	17	4	1.7	-0.1
CC(=O)Nc1ccc(-c2ccnc3c2CC(C)(C(=O)NC(C)C)O3)cc1 (stereo unspecified)	-4	-3	0	-1.6	100	0	0	-8	-1.2	-0.2
CC(C)(C)NC(=O)c1ccc(COc2ccccc2Br)o1	-2	-1	2	-3.4	89	2	-7	0	3.6	-0.2
CC1CN(C(=O)COC(=O)c2ccc3ccccc3c2)CC(C)O1 (stereo unspecified)	3	3	2	-0.3	97	6	2	-8	4.9	-0.2
O=C(O)c1ccccc1C(=O)OCc1c(-c2ccccc2)ncc2ccccc12	6	7	2	0.9	105	-6	-4	-2	-1.2	0.4
O=C(CSc1nnc(-c2c[nH]c3ccccc23)o1)c1ccc(-c2ccccc2)cc1	-5	-1	2	0.7	97	-1	-3	-4	1.7	0.2
Cc1ccc(CN2CC(N3CCC(c4ccccc4)CC3)CS2(=O)=O)cc1 (stereo unspecified)	2	.	-2	.	98	-1	-7	-3	-1.1	0.1
COc1ccc(OC)c(S(=O)(=O)N2CCc3ccccc3C2)c1	0	-7	-3	0.3	99	0	2	4	-0.1	-0.1
O=C(C1CC(c2ccc(F)cc2)=NO1)N1CCCc2ccccc21 (stereo unspecified)	-1	1	0	-2.7	98	-2	-2	1	-1.0	0.1
CSc1ccccc1NC(=O)c1ccc(N2CC3CC(C2)c2cccc(=O)n2C3)c(NC(=O)c2cccnc2)c1 (stereo unspecified)	11	-3	-1	0.3	98	-2	-2	-10	0.5	0.0
O=C(CSCSCC(=O)NCC1CCCO1)NCC1CCCO1 (stereo unspecified)	-1	-1	0	1.4	96	0	3	0	1.1	0.1
Nc1nnc(-c2ccccc2)c(-c2ccccc2)n1	1	-22	2	-0.3	105	5	0	-2	-1.9	0.1
CCOC(=O)Cc1csc(NC(=O)CCCCCN2C(=O)c3ccccc3C2=O)n1	-2	6	-6	-1.1	95	6	-4	-15	-3.2	0.1
CC(C)Nc1nc(Oc2ccc(=O)n(-c3ccccc3)n2)nc(N(C)C)n1	7	-2	-1	-1.6	97	0	0	2	-0.4	-0.2

Whole records, looked up by structure. Values in the order: ABHD5 PLIN5 PPI, MC4R antag cAMP, N-glyco inh, MC4R ag barr, ABCB6 inh 2, HTR2A ag, H9c2 protect, Exocytosis inh, hiPSC survival, aDG glyco act
CC(C)Sc1nnc(NC(=O)c2ccco2)s1 is entered as -1, 6, -3, -1.3, 98, -3, -3, 1, 0.6, -0.1
COc1ccc(OC)c(S(=O)(=O)N2CCc3ccccc3C2)c1 is entered as 0, -7, -3, 0.3, 99, 0, 2, 4, -0.1, -0.1
Cc1ccc([N+](=O)[O-])cc1NC1CC(O)C(CO)O1 (stereo unspecified) is entered as 3, 1, 1, -2.4, 98, 6, 17, 4, 1.7, -0.1

Screening data deposited in PubChem BioAssay by several laboratories.
